Yfh1-off respiration – mitochondrial function rescue without frataxin homolog – Friedreich's ataxia, plus single-dose screen, dose response (AID 1465); fold induction at 50 µM, or EC50 in µM where a hit was titrated; 0.074% of 220,000 active; S. cerevisiae Yfh1-off respiration, WST-1 reduction, 72 h; higher fold induction means a stronger effect;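 active = fold induction of absorbance versus untreated yeast above a set limit, then at least 30% activation at any dose in follow-up; inconclusive = repeats straddling the limit, or above it without dose testing; inactive = fold induction below the set limit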;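 note: activators that raise dye reduction in frataxin-depleted yeast; strong numbers were not always called active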
Autophagy HCS – alters autophagy in cells; MEF GFP-LC3 puncta imaging; test concentration mostly 10 µM; calls only at 10 µM (by protocol); 0.98% of 190,000 active;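 active = percentage of spot-positive cells more than 3 SD above its plate mean, without a fluorescence outlier flag or 80% toxicity; inconclusive = no clear call, values can overlap the other calls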;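 note: spot-positive cell cutoff set from DMSO-treated cells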
b-catenin transl – modulators of beta-catenin nuclear translocation | HeLa beta-catenin nuclear translocation, immunofluorescence imaging | nuclear translocation activity, % at 5 µM | 0.3% of 190,000 active | AID 1665;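 active = nuclear translocation activity above 50% at 5 µM, with a well cell count of 50 or more; inconclusive = wells under 50 cells across six images, flagged as toxic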;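 note: per-cell ratio of nuclear to cytoplasmic median beta-catenin stain intensity; plate controls were DMSO negative control for no effect and GSK-3 inhibitor IX positive control for full effect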
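Test system: human HeLa cells, endogenous beta-catenin. Times: 24 h compound exposure, 37°C. Measured by: beta-catenin immunofluorescence imaging with DAPI.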
Ins promoter up – MIN6 insulin promoter up-regulation | MIN6 insulin promoter-GFP reporter, high-content imaging; active compounds read high | 0.3% of 190,000 active | AID 1625 | z-score at 5 µM;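 active = z-score above 3 at 5 µM with at least 500 cells counted in the well; inconclusive = wells under 500 cells, flagged as cytotoxic or low count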
HIV peptide binding – cell-free HIV fusion peptide-binding blockers – biochemical, uHTS, fluorescence dequenching, primary screen (AID 1986). 0.3% of 290,000 active. inhibition, % at 20 µM; hits with a dose series show IC50 in µM. cell-free peptide binding, fluorescence dequenching, 30 min; higher % means a stronger effect; in the data active = inhibition mostly above about 52%, no sharp cut-off; inactive = mostly below about 76%; note: some results filed as inactive read as strong as hits
WT yeast gro inh – growth inhibition of WT yeast, mitochondrial fusion screen. AID 1362. 2.1% of 190,000 active. inhibition, % at 10 µM. mitochondrial fusion phenotypic screen, WT strain; in the data active = inhibition above about 58%; tested in S. cerevisiae
AID2073 – disruptors of CaV2.2 binding to Mint1 – biochemical, HTRF (AID 2073); HTRF protein-protein interaction, Mint1-CaV2.2; higher % means a stronger effect; 0.19% of 290,000 active; inhibition, % at 20 µM, or IC50 in µM where a hit was titrated; in the data active = inhibition mostly above about 51%, no sharp cut-off; inconclusive = no clear call, values can overlap the other calls; inactive = mostly below about 53%; note: some results filed as inactive read as strong as hits
Dynein cargo inh – dynein cargo transport inhibition | z-score, hits read low | AID 1381 | 0.47% of 220,000 active | 3617.4 mouse cells, GR-EGFP nuclear translocation imaging; test concentration mostly 20 µM; stimulated with dexamethasone, 1 µM; active compounds read low;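 active = plate z-score of nuclear minus cytoplasmic receptor signal below a set negative limit, without overly bright fluorescence or cell loss, cut at about -3.5 in these data, passing the limit was not always enough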;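 note: z-score of nuclear minus cytoplasmic ring GR-EGFP intensity difference per well; some compounds called inactive have numbers as strong as hits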
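Buffer or medium: tet-free, stripped-serum medium; Also added: dexamethasone, 1.0 µM final; Technique: high-content fluorescence imaging after fixation; Times: 48 h induction, 1 h compound, 30 min dex at 37 °C; Read-out: per-cell GR-EGFP intensity, nucleus versus surrounding cytoplasmic ring, well-averaged.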
MT stabilizer – microtubule stabilization, imaging screen; 0.83% of 200,000 active; % tubulin-high responders, % at 10 µM; HeLa tubulin immunostaining HCS, 24 h; share of cells brighter than vehicle mean+2SD; AID 2205;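 active = plate Z-score above 3 for both tubulin-high and condensed-nucleus cell shares, with cell loss under 80%, at 10 µM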;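 note: anti alpha tubulin signal scored within the nucleus-defined area of each cell; some results filed as inactive read as strong as hits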
WT yeast gro inh mutant strain – recorded beside WT yeast gro inh, whose call it bears; inhibition, %; mitochondrial fusion phenotypic screen, mutant strain inhibition
Dynein cargo inh cytoplasmic EGFP – further read-out of Dynein cargo inh, marked with its call; z-score; measured here: cytoplasmic GR-EGFP intensity; active compounds read high
Dynein cargo inh nuclear GR-EGFP – also measured in Dynein cargo inh; calls as there; z-score; measured here: nuclear GR-EGFP intensity;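 lower value marks the stronger effect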
Dynein cargo inh cell count – recorded beside Dynein cargo inh, whose call it bears; z-score; measured here: cell count per field
Ins promoter up cell count – also measured in Ins promoter up; calls as there; cell count; measured here: cytotoxicity, nuclei count;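 total cells summed across four imaged fields per well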
b-catenin transl cell count 5 µM – recorded beside b-catenin transl, whose call it bears; cell count; measured here: cell count, cytotoxicity flag
MT stabilizer Hoechst-high % – further read-out of MT stabilizer, marked with its call; % Hoechst-high responders; measured here: nuclear condensation Hoechst responders;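 share of cells brighter than vehicle mean plus two SD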
MT stabilizer cytotoxicity % – second read-out of MT stabilizer, no call of its own (marks repeat the call); toxicity, %; measured here: cytotoxicity by cell density;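 0% = mean cell density of plate MIN control wells and 100% = no cells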
Autophagy HCS cell loss 18 h – further read-out of Autophagy HCS, marked with its call; toxicity, %; measured here: cell loss, nuclei count;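 cell loss after 18 h compound exposure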
An asterisk follows results filed as active; i = inactive; ? = inconclusive; . = no result given.

Each structure is followed by: Yfh1-off respiration	Autophagy HCS	Autophagy HCS cell loss 18 h	b-catenin transl	b-catenin transl cell count 5 µM	Ins promoter up	Ins promoter up cell count	HIV peptide binding	WT yeast gro inh	WT yeast gro inh mutant strain	AID2073	Dynein cargo inh	Dynein cargo inh cytoplasmic EGFP	Dynein cargo inh nuclear GR-EGFP	Dynein cargo inh cell count	MT stabilizer	MT stabilizer Hoechst-high %	MT stabilizer cytotoxicity %
CN(c1ccccc1)S(=O)(=O)c1cccc(NC(=O)Cn2cnc3ccccc3c2=O)c1
 : i	i	6	.	.	-0.13	833	-0.3%	-9	-7	-4%	-0.33	-0.15	-0.17	0.7	2.9	1.5	4.1
CS(=O)(=O)c1ccc2nc(NC(=O)c3ccc(N4C(=O)CCC4=O)cc3)sc2c1
 : i	.	.	1.0	1283	-0.01	1390	-0.2%	.	.	8%	0.53	-0.28	-0.035	0.47	.	.	.
Cc1nn(C)c(C(=O)NNC(=O)Nc2cccc(C(F)(F)F)c2)c1Cl
 : i	i	12	-1.1	1079	-0.75	1457	0.0%	9	12	-4%	2.1	-0.2	1.2	-0.77	4.7	1.4	12
Cc1ccc(NC(=S)N2CCN(C(=O)C3CCCO3)CC2)c(C)c1 (stereo not drawn)
 : i	i	16	.	.	.	.	-1.1%	11	-2	-15%	1.5	0.1	0.83	-1.9	2.0	1.4	8.2
CCOc1ccc(C(=O)Nc2cc(OC)ccc2OC)cc1
 : i	i	-53	-7.3	926	-0.4	1098	-2.0%	7	17	1%	-0.35	-0.32	0.14	0.33	3.2	3.5	3.9
CC(=O)/C(N=Nc1cc2c(cc1[N+](=O)[O-])OCCO2)=C(\C)O
 : i	i	-1	-0.3	1027	-0.1	1171	-1.6%	-1	10	-7%	-0.19	0.07	0.2	0.66	3.4	3.4	8.8
CCOc1ccc(C(=O)C2CCN(C(=O)c3ccccc3C(=O)O)CC2)cc1
 : i	i	-9	-4.7	1150	-0.41	1360	1.3%	-9	14	-5%	0.32	-0.14	0.17	-0.64	2.2	1.7	4.4
CC(=O)Nc1ccc(NC(=O)CCc2nc3ccccc3c(=O)[nH]2)cc1
 : i	i	-10	1.0	1186	0.39	1391	0.7%	8	6	4%	-0.4	-0.32	-0.063	0.49	3.7	1.3	4.0
CC1CCC(NC(=O)CN2CCCN(Cc3ccc(F)cc3Cl)C2=O)CC1 (stereo not drawn)
 : i	i	7	0.1	1315	-1.8	1331	-1.7%	.	.	13%	-0.13	-0.19	0.55	0.61	3.5	3.3	12
COc1ccc(-n2sc3c(c2=S)-c2cc(OC)ccc2NC3(C)C)cc1
 : i	i	1	-0.8	1095	-0.79	1976	-2.0%	22	24	-11%	-0.54	-0.22	-0.78	1.7	0.9	2.2	13
COc1ccc(S(=O)(=O)NNC(=O)c2cccs2)cc1
 : i	i	-7	0.7	1034	-0.16	1446	-3.5%	-4	-1	-11%	-0.54	-0.37	-0.79	0.4	2.8	2.4	6.6
O=C(CN1c2cccc3cccc(c23)S1(=O)=O)Nc1ccccc1
 : i	i	6	2.3	941	-0.15	1336	2.7%	-13	9	5%	-0.075	-0.33	0.27	0.56	3.0	2.8	5.6
Cc1nonc1C1CCCN1Cc1cn[nH]c1-c1ccc2c(c1)OCO2 (stereo not drawn)
 : i	i	16	-2.0	1029	-0.14	1514	-0.7%	2	4	7%	-0.012	-0.27	0.22	0.025	2.1	1.9	0.2
Cc1cccc(NC(=O)NNC(=O)COc2ccc(Cl)cc2)c1
 : i	i	8	0.4	1553	0.02	1443	0.1%	17	3	20%	0.25	-0.32	0.82	-0.89	1.9	1.5	9.0
O=C(COC(=O)CNC(=O)c1ccc(Br)o1)Nc1ccc2c(c1)OCCO2
 : i	.	.	-7.7	1201	-0.03	1164	0.7%	-6	2	2%	-0.71	-0.21	-0.063	0.59	1.9	2.1	4.0
CCOC(=O)c1c(C)oc2c(F)c(F)c(F)c(F)c2c1=O
 : i	i	-7	-4.3	1146	?	.	24%	-4	-1	6%	-4.6*	0.91*	-1.9*	-0.11*	2.1	1.6	5.1
CCOc1cc(/C=N\NC(=O)OC(C)(C)C)ccc1OC(=O)c1ccco1
 : i	i	17	-0.8	1063	0	1097	-1.7%	-9	-27	-2%	-0.57	-0.27	-0.26	1.2	3.2	1.5	4.6
COc1ccc(OC)c2sc(N(CCN(C)C)C(=O)c3cc(Cl)sc3Cl)nc12
 : i	i	-2	1.0	1063	0.17	1298	-1.3%	-6	1	3%	-0.057	0.039	-0.0056	0.46	5.0	2.3	9.3
COC(=O)c1ccccc1OCCOc1ccccc1C(=O)OC
 : i	i	-6	0.4	1334	-0.17	1659	-1.5%	9	18	-5%	-1.3	-0.19	-1.3	-0.011	2.8	1.7	4.3
CC1(C)CC2(CCO1)N1CC3(C)CN2CC(C)(C1)C3O (stereo not drawn)
 : i	i	-9	-1.6	1153	0.42	1298	-2.0%	6	9	12%	0.16	-0.15	0.12	0.78	3.9	2.2	8.3
O=C(C1CCCN(S(=O)(=O)Cc2ccccc2)C1)N1CCc2ccccc21 (stereo not drawn)
 : i	i	-10	-0.3	1152	-0.92	845	0.7%	6	22	-7%	-0.5	-0.11	0.035	0.57	1.5	1.1	5.3
CC1(c2nnc(-c3ccncc3)o2)CC(c2ccc(F)cc2)=NO1 (stereo not drawn)
 : i	.	.	-2.1	1183	-1.5	1071	-0.5%	.	.	-1%	-0.92	-0.72	-0.27	-0.024	.	.	.
OCCNc1nc2nonc2nc1NCCO
 : i	i	7	-3.9	1072	2.4	1269	-1.4%	8	-1	32%	-0.51	-0.35	-0.26	1.8	8.9	1.1	7.9
Cc1nn(Cc2ccccc2)c(C)c1N
 : i	i	-3	0.6	518	0.06	1290	-1.6%	-5	-10	-2%	0.84	-0.32	0.031	-0.22	2.1	3.7	7.8
Cc1ccc(S(=O)(=O)NCCCCCC(=O)Nc2ccccc2)cc1
 : i	i	9	.	.	0.23	1271	-1.0%	-10	20	7%	-0.26	-0.28	-0.17	0.38	4.3	2.2	1.1
CC(C)c1[nH]nc2c1C(c1cccnc1)C(C#N)=C(N)O2 (stereo not drawn)
 : i	i	-21	-7.3	1024	0.24	1474	0.6%	-50	-7	-13%	-0.81	-0.3	-0.28	0.36	6.7	4.1	1.7
Cc1ccccc1NC(=O)Cn1nc(C(F)(F)F)cc1C1CC1
 : i	i	-9	-6.0	1159	-0.37	909	-0.5%	-22	9	3%	0.86	0.011	0.97	-0.94	1.2	2.2	7.3
CCOCCCNC(=O)C1CCN(S(=O)(=O)N2CCCCC2)CC1
 : .	i	2	2.5	1458	-0.43	1529	-0.6%	-1	-8	8%	2.1	-0.48	0.45	-0.14	4.3	1.3	1.8
O=C(Cc1coc2ccc3ccccc3c12)Nc1nnc(C2CC2)s1
 : .	i	0	1.9	1349	-0.09	1648	0.9%	-1	1	8%	-0.28	-0.16	-0.25	-0.17	11	6.1	24
CC(=O)Cc1nsc(NC(=O)c2ccc(-c3ccc(Cl)c(C(F)(F)F)c3)o2)n1
 : i	.	.	-8.4	1110	0.62	1089	2.0%	.	.	12%	.	.	.	.	.	.	.
CCN1CCN(C(=O)c2cn(CCOC)c(=O)c3c2c2ccccc2n3C)CC1
 : i	i	-5	0.6	938	-0.65	1667	-1.0%	23	2	-3%	0.086	-0.21	-0.067	0.27	2.8	2.6	6.8
CCn1cc(CN2CCN(Cc3ccsc3)C(CCO)C2)cn1 (stereo not drawn)
 : i	i	0	0.2	967	0.75	1417	-1.4%	2	5	13%	-1.2	-0.4	-0.54	1.7	2.3	1.1	5.6
COc1cc(/C=C(\C#N)c2ccccn2)ccc1OCC(=O)Nc1c(Cl)cccc1Cl
 : i	i	33	.	.	-0.82	1372	1.1%	-13	-46	6%	-0.64	-0.26	-0.62	0.37	3.1	2.0	1.6
O=C(NC1C(=O)NNC1c1ccccc1)c1ccc(F)cc1 (stereo not drawn)
 : i	i	0	-0.2	1392	1.2	1550	4.4%	-3	-5	-48%	-0.72	0.026	-0.088	0.6	2.4	2.0	4.7
CCCN1CCN(C(=O)Cn2c(=O)oc3cc(S(=O)(=O)NCc4ccccc4)ccc32)CC1
 : i	i	-2	-0.5	1140	-1.3	1460	2.2%	2	-25	8%	-1.3	-0.22	-0.35	0.53	1.6	2.9	11

Part of the list above in order of heavy-atom count, highest first:
Each structure is followed by: Yfh1-off respiration	Autophagy HCS	Autophagy HCS cell loss 18 h	b-catenin transl	b-catenin transl cell count 5 µM	Ins promoter up	Ins promoter up cell count	HIV peptide binding	WT yeast gro inh	WT yeast gro inh mutant strain	AID2073	Dynein cargo inh	Dynein cargo inh cytoplasmic EGFP	Dynein cargo inh nuclear GR-EGFP	Dynein cargo inh cell count	MT stabilizer	MT stabilizer Hoechst-high %	MT stabilizer cytotoxicity %
COc1cc(/C=C(\C#N)c2ccccn2)ccc1OCC(=O)Nc1c(Cl)cccc1Cl
 : i	i	33	.	.	-0.82	1372	1.1%	-13	-46	6%	-0.64	-0.26	-0.62	0.37	3.1	2.0	1.6
CCN1CCN(C(=O)c2cn(CCOC)c(=O)c3c2c2ccccc2n3C)CC1
 : i	i	-5	0.6	938	-0.65	1667	-1.0%	23	2	-3%	0.086	-0.21	-0.067	0.27	2.8	2.6	6.8
O=C(NC1C(=O)NNC1c1ccccc1)c1ccc(F)cc1 (stereo not drawn)
 : i	i	0	-0.2	1392	1.2	1550	4.4%	-3	-5	-48%	-0.72	0.026	-0.088	0.6	2.4	2.0	4.7

Bioassay records from PubChem BioAssay.
